# GIRK2 activator = activators of NPY4-receptor-primed GIRK2 channels, summary, cell-based, HEK293, thallium flux; G protein-activated inward rectifier potassium channel 2 (Homo sapiens), P48051; 34,000 tested, under 10 active; HEK293 GIRK2/NPY4 cells, thallium flux fluorescence; activation (% efficacy), % for hits at 37.5 µM;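 active = primary screen hit, no activity in plain HEK293 cells, and in GIRK2-only cells above 5% efficacy rising with concentration; inactive = the rest, including fluorescent compounds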;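 note: efficacy is normalized control-subtracted fluorescence 15 s after thallium addition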
# Target sequence (P48051 whole entry, looked up): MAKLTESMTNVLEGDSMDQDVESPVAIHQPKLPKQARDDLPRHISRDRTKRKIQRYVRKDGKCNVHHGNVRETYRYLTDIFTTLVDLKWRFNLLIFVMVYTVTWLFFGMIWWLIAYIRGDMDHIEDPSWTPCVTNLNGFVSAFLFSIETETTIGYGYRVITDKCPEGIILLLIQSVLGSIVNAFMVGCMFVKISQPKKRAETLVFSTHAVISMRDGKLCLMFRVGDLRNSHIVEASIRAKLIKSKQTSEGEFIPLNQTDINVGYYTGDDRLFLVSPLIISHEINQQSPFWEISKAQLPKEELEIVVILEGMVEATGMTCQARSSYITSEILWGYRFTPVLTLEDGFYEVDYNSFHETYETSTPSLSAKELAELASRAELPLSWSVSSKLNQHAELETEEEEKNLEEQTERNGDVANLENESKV
# Calls only; i = inactive. This is a subset (hit frequency here may not be typical).
SMILES,GIRK2 activator
CCn1ccc(C(=O)N(CCCN(C)C)c2nc3ccccc3s2)n1,i
COCCN(CCOC)C(=O)C1CN(C(C)=O)C1,i
Cc1cncn(CC(=O)NC2CCCC2)c1=O,i
CCOC(=O)c1ccc(NC(=O)c2cc(C)nn2CC)cc1,i
Cc1ccc(C)c2sc(N(CCN3CCOCC3)C(=O)C3Oc4ccccc4OC3C)nc12 (configuration not stated),i
O=C(C1CCCC1)N(CC1CCCO1)c1nc2ccc(Cl)cc2s1 (configuration not stated),i
CCOc1ccc(-c2csc(SCc3ccc(C(=O)NCc4ccccn4)o3)n2)cc1,i
COC(=O)c1sccc1S(=O)(=O)N(CC(=O)Nc1cc(C)cc(C)c1)c1ccccc1,i
O=C(Nc1ccc(F)c(F)c1)c1sccc1S(=O)(=O)N1CCN(c2ccccc2)CC1,i
COc1cc(NC(=O)Nc2ccc3c(c2)CC(=O)N3C)cc(OC)c1,i
COc1ccc(OC)c(NC(=O)C(=O)NCC(c2ccc(F)cc2)N2CCOCC2)c1 (configuration not stated),i
CCOC(=O)C(CC)n1nc2ccc(S(=O)(=O)N3CCOCC3)cn2c1=O (configuration not stated),i
Cc1nn2c(N3CCOCC3)c3c(nc2c1-c1ccccc1)CCC3,i
Cc1cc(-c2nnc(NC(=O)c3cccc(Oc4ccccc4)c3)o2)nn1C,i
CN(C)S(=O)(=O)c1ccc(C(=O)Nc2ccc3c(c2)N(C(=O)C2CCCC2)CC3)cc1,i
Cc1cc(C(F)(F)F)nn1CC(N)=O,i
CCOCC(=O)NCC1CCN(C(=O)c2snnc2C)CC1,i
CCn1ccnc1N1CCN(C(=O)CSCc2ccccc2)CC1,i
COC(=O)C(=O)CC(=O)c1cccn1C,i
CC(C)c1c(C(=O)NCC2CCCO2)nnn1-c1cccc(C(F)(F)F)c1 (configuration not stated),i
COc1ccc(-c2cn(CC(=O)NCc3ccccc3Cl)nc2N2CCOCC2)cc1,i
CN1CCN(n2c3c(c(SCC(=O)Nc4cccc5ccccc45)nc2=O)CCC3)CC1,i
Cc1oc(-c2ccccc2)nc1CSc1nc2ccccc2c(=O)n1CCCN1CCCC1=O,i
Cc1cc(C)n(CCNC(=O)C2(c3cc(-c4ccco4)on3)CC2)n1,i
COc1cc(-n2nnc(C(=O)NCCc3ccccc3)c2N)ccc1Cl,i
COc1ccccc1NC(=O)NCc1n[nH]c(=O)c2ccccc12,i
CC1CCN(C(=O)CCc2csc(NS(=O)(=O)c3ccc(F)cc3)n2)CC1,i
O=C(c1csc(Nc2cccc(Cl)c2)n1)N1CCCC1,i
CC1CN(C)CCN1CC1CCN(C(=O)C2CC2)CC1 (configuration not stated),i
COc1ccc(-c2nnc(SCC(=O)Nc3ccc(OC)c(OC)c3)n2N)cc1,i
CC(C)(C)c1ccc(NC(=O)NCCOc2ccccc2)cc1,i
Cc1cc(C)c2c(n1)sc1c(=O)n(CC(=O)Nc3ccccc3Br)cnc12,i
O=C(c1ccccc1[N+](=O)[O-])N1CCN(Cc2nc(-c3ccco3)cs2)CC1,i
O=C(NCC1CCN(Cc2ccccc2)CC1)C(=O)Nc1ccc(OC(F)(F)F)cc1,i
Cc1noc(C)c1S(=O)(=O)N1CCN(Cc2nc(-c3cccs3)cs2)CC1,i
COc1cc(-c2ccc(SCC(=O)N3CCN(c4ccccc4)CC3)nn2)cc(OC)c1OC,i
COc1cc(C(=O)Nc2nnc(-c3ccc(Br)s3)o2)cc(OC)c1OC,i
CCc1nc(SCc2cc(=O)[nH][nH]2)c2oc3ccccc3c2n1,i
COc1ccc(OC)c(-c2cc(C(=O)Nc3nn(C)c4c3CC(C)C(=O)N4)[nH]n2)c1 (configuration not stated),i
Cc1cc(C)cc(NC(=O)NCCOc2ccc3nnc(C)n3n2)c1,i
O=C(CC1CCCC1)NCCC(O)c1cccs1 (configuration not stated),i
COc1ccc(S(=O)(=O)CCC(=O)Nc2nc(-c3ccccc3)c(C(C)=O)s2)cc1,i
CC(C)CN(CC(C)C)C(=O)C12CCC(C)(C(=O)O1)C2(C)C (configuration not stated),i
O=C(NC1CCCCCC1)c1ccc(S(=O)(=O)c2ccccc2)nc1,i
COc1ccc(N2C(=O)CCS2(=O)=O)cc1S(=O)(=O)Nc1ccccc1Cl,i
COc1ccc(CCC(=O)N2CCOC(c3ccc(C(F)(F)F)cc3)C2)cc1 (configuration not stated),i
CN(C)C(CNC(=O)C(=O)Nc1ccccc1C#N)c1cccs1 (configuration not stated),i
CC(NC(=O)C(=O)NCC1CCN(C(=O)c2ccncc2)CC1)c1ccccc1 (configuration not stated),i
O=C(Cn1cnc(-c2cccs2)cc1=O)NCC(F)(F)F,i
CN(C)CCNc1nc2c(S(C)(=O)=O)cccc2s1,i
COc1ccc(-c2[nH]ncc2-c2nc(-c3cccs3)no2)cc1OC,i
Cc1c(Cl)cccc1NC(=O)C1(c2ccc(F)cc2)CC1,i
COc1ccc(-c2cc(=O)n(CC(=O)NCCc3ccc(S(N)(=O)=O)cc3)cn2)cc1,i
O=C(/C=C/c1ccco1)Nc1nncs1,i
COC(=O)Cn1c(=O)c2c(nc(-n3nc(C)cc3C)n2Cc2ccccc2)n(C)c1=O,i
Cc1ccc(Oc2cccc(NC(=O)c3cccc(C(F)(F)F)c3)c2)nn1,i
O=C(NCCN1CCC(c2cccs2)CC1)c1ccc(F)cc1Cl,i
OC(COCC1COc2ccccc2O1)CN1CCN(c2ccc(F)cc2)CC1 (configuration not stated),i
Cc1ccc2c(=O)c(-c3nc(-c4ccccc4C)no3)cn(CC(=O)NCC3CCCO3)c2n1 (configuration not stated),i
CCOC(=O)N1CC(=O)Nc2ccccc21,i

# Other compounds follow:
SMILES,GIRK2 activator
COc1ccc(CCC(=O)Nc2ccc(N3CCCC3=O)c(OC)c2)cc1,i
Cc1cc(F)ccc1S(=O)(=O)Nc1ccc(CC(=O)N2CCCC2)cc1,i
O=C(CSCc1ccccc1)NCCS(=O)(=O)N1CCN(c2ccccn2)CC1,i
O=C(CN1CCC(c2nnc(-c3ccc(F)cc3)o2)CC1)Nc1nccs1,i
CCOc1c(C)cc(S(=O)(=O)NCC2(O)CCOCC2)cc1C,i
CCN(CC)CCCN1C(=O)C(=O)C(=C(O)c2ccc(OC)c(C)c2)C1c1ccccn1 (configuration not stated),i
Cc1ccc(S(=O)(=O)c2[nH]c(-c3ccccc3)nc2SCC(=O)NCc2ccco2)cc1,i
CNC(=O)Cc1csc(SCC(=O)c2ccc3c(c2)OCO3)n1,i
COc1ccc(Cl)cc1C(=O)NCC1(c2ccc(F)cc2)CCOCC1,i
COc1ccc(S(=O)(=O)N2CCC(C(=O)Nc3nc4c(s3)CC(C)CC4)CC2)cc1 (configuration not stated),i
CCOc1ccc(-c2cccc(NC(=O)NCc3ccccc3)c2)nn1,i
CCOC(=O)CCN1CCN(C2=NC(=O)/C(=C\c3ccccc3)S2)CC1,i
O=C(CN1CC(c2nc(-c3ccco3)no2)C1)N1CCOCC1,i
Cc1cc(N2CCOCC2)n2nc(C(F)(F)F)nc2n1,i
O=C(NCCn1ncc2c(N3CCOCC3)ncnc21)c1cccc(Cl)c1,i
CN(C)C(CNC(=O)c1c(F)cccc1Cl)c1cn(C)c2ccccc12 (configuration not stated),i
O=S(=O)(c1cccc(F)c1)N1CCN(c2ccc3nnc(C4CC4)n3n2)CC1,i
CCN(CC)S(=O)(=O)c1ccc(C(=O)NCCOc2cc(C)cc(C)c2)cc1,i
CCN1C(=O)c2cccc3c(NC(=O)c4ccc(S(=O)(=O)N(C)C5CC5)cc4)ccc1c23,i
COc1ccc(OC)c(Nc2nc(CC(=O)Nc3ccc(C)cc3)cs2)c1,i
Cc1cc(NC(=O)COc2ccc(C(C)C)cc2)n(C2CCS(=O)(=O)C2)n1 (configuration not stated),i
COc1cccc(C(CNC(=O)COc2ccc3ccccc3c2)N2CCOCC2)c1 (configuration not stated),i
O=C(CCCS(=O)(=O)c1ccccc1)Nc1nc2c(F)cccc2s1,i
C=CCc1ccccc1OCCn1c(CN(C)C(=O)c2ccco2)nc2ccccc21,i
COc1ccc(CNC(=O)Cc2cc(-c3ccc(Cl)cc3)on2)cc1,i
COc1cccc(CNC(=O)Cn2c(=O)n(CC(C)C)c(=O)c3nscc32)c1,i
N#CCn1cnc2c(-c3ccccc3)csc2c1=O,i
CN(C)S(=O)(=O)c1ccc(C(=O)N2CCC(Cn3cccn3)CC2)cc1,i
NC(=O)c1ccccc1NC(=O)CCCn1nc(-c2ccccc2)ccc1=O,i
O=C(Nc1cc(-c2ccccc2)nn1CCO)c1ccco1,i
COc1cccc(-c2cn(CC(=O)Nc3ccc(F)cc3)nc2N2CCOCC2)c1,i
O=C(Cc1ccccc1Cl)NCC1CCN(C(=O)Nc2ccc(F)cc2)CC1,i
CCOc1ccc(OCC)c(S(=O)(=O)N2CCN(c3ccc4nnc(C)n4n3)CC2)c1,i
O=C(CSc1ccc(-c2cccnc2)nn1)Nc1cc(C(F)(F)F)ccc1Cl,i
CSc1ccccc1C(=O)Nc1ccc(CC(=O)N2CCC(O)CC2)cc1,i
Cc1ccc(S(=O)(=O)CCCC(=O)Nc2nc3c(C)c(Cl)ccc3s2)cc1,i
Cc1ccc(OCC(=O)Nc2nnc(C)s2)c(C(C)(C)C)c1,i
CCOc1ccccc1-c1nc(COC(=O)c2nnn(-c3cccc(SC)c3)c2C)c(C)o1,i
O=C(Nc1cccc(N2CCCCC2=O)c1)c1ccc(Br)o1,i
CN(Cc1nc2ccccc2n1Cc1cccc(Cl)c1)C(=O)c1ccco1,i
COc1ccc(-c2csc(-n3nc(C)cc3NC(=O)c3ccccc3C(F)(F)F)n2)cc1OC,i
COc1cc(NC(=O)c2ccc[nH]c2=O)c2ncccc2c1,i
COc1cccc(C(=O)NC2CNC(=O)C2)c1OC (configuration not stated),i
COc1cccc(C(=O)NCCS(=O)(=O)NCCc2ccc(OC)c(OC)c2)c1,i
CC(=O)c1cccc(NC(=O)Cn2cc(-c3ccc(Cl)cc3)c(N(C)C)n2)c1,i
Cn1nccc1C(=O)N(CCN1CCOCC1)c1nc2c(F)cccc2s1,i
COC(=O)c1ccc(NS(=O)(=O)c2ccc(N3C(=O)CCS3(=O)=O)cc2)cc1,i
Cc1cccc(CS(=O)(=O)NCC2CCN(C)CC2)c1,i
O=C(Cn1c2c(c(=O)n(C3CCCCC3)c1=O)CCC2)Nc1nc2ccccc2[nH]1,i
O=C(Nc1ccc(CC(=O)N2CCOCC2)cc1)Nc1ccccc1C(F)(F)F,i
CS(=O)(=O)N1CCC(CNC(=O)c2cc3ccccc3o2)CC1,i
COc1ccc(Br)cc1S(=O)(=O)NCCOc1ccc(-c2ccc(F)cc2)nn1,i
Cc1ccc(C)c(NC(=O)Cn2c(=O)c(CNc3ccccc3)cc3cc4c(cc32)OCCO4)c1,i
COCCNC(=O)C(=O)NCC(c1cccn1C)N1CCCCCC1 (configuration not stated),i
CN1CCN(Cc2ccc(NC(=O)Nc3ccc4c(c3)OCO4)cc2)CC1,i
COc1ccc(Cl)c2sc(N3CCN(C(=O)Nc4ccc5c(c4)OCO5)CC3)nc12,i
O=c1oc2c3c(ccc2cc1-c1ccc(Cl)cc1)OCN(C1CCS(=O)(=O)C1)C3 (configuration not stated),i
CCCCNC(=O)C(=O)Nc1c2c(nn1C(C)(C)C)CS(=O)(=O)C2,i
COc1cc(Cl)c(C)cc1NC(=O)Cn1nc2c(cc1=O)CCCC2,i
CCCOc1ccc(-n2nnc(C(=O)N3CCOCC3)c2C)cc1,i

# Other compounds follow:
SMILES,GIRK2 activator
O=C1CCc2cc(S(=O)(=O)NC3CCCCCC3)cc3c2N1CCC3,i
Cn1c(=O)c2c(nc(N3CCCCCC3)n2CCCOc2ccccc2)n(C)c1=O,i
Cc1cccc(NC(=O)C(=O)NCCCCN2CCOC(c3ccccc3)C2)c1 (configuration not stated),i
O=S(=O)(c1ccc(Cl)cc1)c1nc(-c2ccco2)oc1NCc1ccco1,i
COc1cc(COCC2CCN(C(=O)c3ccc(Br)o3)CC2)cc(OC)c1,i
CCc1nnc(NC(=O)c2nnn(-c3ccccc3)c2C)s1,i
O=C(CSc1nc(=O)n(CC2CCCO2)c2c1CCC2)NCc1ccccc1 (configuration not stated),i
CCOc1cc(C(=O)Nc2cc(C)nn2C)cc(OCC)c1OCC,i
O=C(Nc1cccc(C(F)(F)F)c1)c1ccc(S(=O)(=O)NCc2cccs2)o1,i
CC(C)(C)NC(=O)N1CCC(CNC(=O)C(=O)NCc2cccs2)CC1,i
